PfM18AAP inh: PfM18AAP enzyme inhibition. recombinant PfM18AAP, H-Glu-NHMec fluorogenic cleavage. inhibition, % at 7.35 µM. 1.2% of 290,000 active. AID 1822;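 active = inhibition above the campaign mean inhibition over all tested compounds plus 3 SD, cut at about 28% in these data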;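 also: 0% = plate median of test compound wells and 100% = 2 mM ZnCl2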
MEKK2 mut-MEK5: signal of MEK5 binding to mutant human MEKK2 PB1 domain. bead flow cytometry, Alexa488-MEK5 binding to MEKK2 mutant. percent response, % at 10 µM. 0.35% of 290,000 active. AID 1530; in the data active = percent response above about 24%, passing the limit was not always enough; also: inactives centre near 1; some results filed as inactive read as strong as hits
IMP-1 inh: inhibitors of Pseudomonas aeruginosa IMP-1 metallo-beta-lactamase | purified IMP-1, nitrocefin hydrolysis, epi-absorbance fluorescence | inhibition, % at 5.6 µM | 0.45% of 290,000 active;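 active = inhibition above the mean plus 3 SD of all compounds in the same screening run, cut at about 4.5% in these data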;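 also: 0% = IMP-1 with DMSO and 100% = DMSO wells lacking enzyme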
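System: Purified IMP-1 | Read-out basis: Percent enzyme inhibition | Controls: IMP-1 with DMSO as 0%, enzyme-free DMSO as 100% | Replicates: One well per compound | Doses: 5.6 µM nominal single concentration | Detection: Epi-absorbance fluorescence, 480 nm excitation, 530 nm emission | Incubation: 25 °C, 15 min preincubation, 25 min reaction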
VIM-2 inhibitor: blocks Pseudomonas aeruginosa VIM-2 metallo-beta-lactamase. purified VIM-2, nitrocefin hydrolysis, epi-absorbance fluorescence. inhibition, % at 5.6 µM. 0.89% of 290,000 active. AID 1527;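 active = inhibition above the mean of all tested compounds plus 3 SD, cutoff set per screening run, cut at about 7.5% in these data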;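 also: red hydrolysis product quenches plate fluorescence so inhibitors raise well fluorescence; 0% = enzyme with DMSO and 100% = DMSO without enzyme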
NS3 helicase inh: HCV NS3 helicase inhibition; 0.56% of 290,000 active; AID 1800; NS3 helicase DNA unwinding, Cy5 molecular beacon fluorescence; inhibition, % at 10.9 µM;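 active = inhibition above the mean of all tested compounds plus 3 SD, set per campaign, cut at about 35% in these data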;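 also: 0% = DMSO wells and 100% = thioflavine S control wells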
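System: NS3 helicase fragment of HCV / Schedule: 1 h at 25 °C / Control set: DMSO alone as 0% and 110 µM thioflavine S as 100% / Reagent: Cy5/quencher beacon DNA duplex and ATP to start / Technique: Cy5 fluorescence / Replication: singlicate / Evaluation: % inhibition of end-to-start signal ratio versus controls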
FID counter: fluorescent intercalator displacement, NS3 helicase counter-screen | DNA fluorescent intercalator displacement, fluorescence | inhibition, % at 7.9 µM | 0.17% of 290,000 active | AID 1845; in the data active = inhibition above about 37%;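 also: 0% = vehicle and 100% = reference compound; higher means more ethidium bromide displaced from hairpin DNA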
MEKK2wt PB1 HTS: raises or lowers MEK5 binding to wildtype human MEKK2 PB1 domain | 1.1% of 290,000 active | bead flow cytometry, Alexa488-MEK5 binding to MEKK2 WT; actives lie on both sides | AID 1531 | binding response (% of control), % at 10 µM | Q9Y2U5; in the data active = binding response below about 67% or above about 130%
SUMO HTRF inh: SUMOylation inhibition; HTRF SUMOylation assay, SAE1/SAE2 + UBC9, in vitro; P63279; 0.36% of 290,000 active; AID 2006; inhibition, % at 35 µM; in the data active = inhibition above about 50%, passing the limit was not always enough; also: strong numbers were not always called active
Target sequence (P63279 whole entry, looked up): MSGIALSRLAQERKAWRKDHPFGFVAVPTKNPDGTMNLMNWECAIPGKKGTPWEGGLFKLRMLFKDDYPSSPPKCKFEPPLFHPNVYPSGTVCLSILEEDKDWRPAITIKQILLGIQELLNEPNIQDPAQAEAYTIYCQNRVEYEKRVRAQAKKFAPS
NALP1 yeast inh: blocks the NALP1 inflammasome reconstituted in yeast | S. cerevisiae NALP1/ASC/caspase-1 growth, X-gal OD620, 72 h | inhibition, % at 10 µM | 0.61% of 280,000 active | AID 2071; in the data active = inhibition mostly above about 24%, no sharp cut-off; inactive = mostly below about 32%; also: some compounds called inactive have numbers as strong as hits
The depositor's hits bear a star; . = not tested or not shown.

SMILES	PfM18AAP inh	MEKK2 mut-MEK5	IMP-1 inh	VIM-2 inhibitor	NS3 helicase inh	FID counter	MEKK2wt PB1 HTS	SUMO HTRF inh	NALP1 yeast inh
CC(=O)NCCC(=O)Nc1nc(C)c(Cc2ccc3c(c2)OCO3)s1	2.3	-2.0	-1.1	-0.1	3.2	-10.8	100.0	14.1	30.7
CC(=O)c1ccc(OCC(O)CN2CC(C)OC(C)C2)cc1 (stereo not drawn)	0.8	9.0	-1.6	1.8	-1.0	1.8	105.0	14.7	24.7
CCCCCCCC(=O)N/N=C/c1ccc([N+](=O)[O-])o1	-7.2	13.0	-2.7	-5.8	39.2*	-19.4	119.0	18.4	40.8
O=C(O)/C=C\C(=O)Nc1ccccc1C(=O)NCc1ccccc1	-10.0	-3.0	-4.9	0.2	-5.3	-4.0	101.0	31.9	4.5
Cc1cc(C(C)(C)C)cc(S(=O)(=O)Nc2ccc(O)c(C(=O)O)c2)c1C	-1.1	0.0	-4.0	-2.1	-8.5	-33.2	98.0	5.3	45.1
CC(C)Cn1c(SCC(=O)NC2CCCc3ccccc32)nc(O)cc1=O (stereo not drawn)	8.8	-3.0	0.3	1.1	4.7	-4.5	99.0	15.8	-6.9
CCOC(=O)c1cnc2c(C(F)(F)F)cccc2c1N1CCN(C)CC1	5.6	13.0	-2.5	4.8	-17.1	10.3	100.0	11.9	10.1
Cc1ccccc1NC(=O)CC1SC(=Nc2ccc(O)cc2)NC1=O (stereo not drawn)	1.6	2.0	-1.6	-1.7	10.5	-4.8	101.0	-20.4	13.8
COc1ccc(NC(=O)N2CCCC(C(=O)NC(C)C)C2)cc1 (stereo not drawn)	0.6	2.0	2.4	-3.0	0.1	-0.1	96.0	18.8	-16.5
COc1ccccc1N(CC(=O)Nc1cc(C)on1)S(=O)(=O)c1ccc(Cl)cc1	4.0	3.0	-0.8	-2.4	-3.9	-25.0	103.0	10.8	1.8
O=C(NNC(=O)c1ccccc1[N+](=O)[O-])Nc1ccc(Cl)cc1	9.2	0.0	-2.6	-2.8	3.1	-1.5	104.0	17.1	0.0
CCn1c(SCC(=O)c2c(N)n(C)c(=O)n(C)c2=O)nnc1-c1ccccc1	-3.7	2.0	-2.4	-0.6	-13.6	1.4	99.0	-0.5	10.4
CCCCc1nc2ccccc2c(=O)n1NC(=O)c1c(O)c2ccccc2n(C)c1=O	-4.2	4.0	-1.7	-1.9	-1.9	-13.1	97.0	10.9	0.2
O=C1CN(c2ccccc2)C(=S)N1C(=O)c1ccccc1	0.3	1.0	-2.7	-1.2	20.3	-17.2	98.0	4.1	-29.5
COc1cccc(CNC(=O)COc2cc3c(c4oc(=O)cc(C)c24)CCC(C)(C)O3)c1	4.2	1.0	-3.6	-4.3	-24.1	-39.8	103.0	22.4	2.0
O=C(NCC(c1cccnc1)N1CCN(c2ccccc2F)CC1)c1ccccc1 (stereo not drawn)	2.3	11.0	-1.8	-0.2	-2.3	-19.8	112.0	-0.9	.
COC(=O)c1ccc2c(c1)NC(=O)CS2	-7.3	0.0	-1.3	-0.7	12.8	-2.0	94.0	1.1	6.6
Cc1ccc(-c2nnc(NCCCO)c3ccccc23)cc1	-2.0	0.0	2.3	5.1	-11.6	1.7	103.0	11.7	31.4
COc1cccc(C(=O)Nc2nnc(S(=O)(=O)N3CCCC3)s2)c1	4.5	4.0	-1.3	-3.9	0.4	-17.6	96.0	0.2	-14.6
CN1CCC2(CC1)N=C(c1ccc(F)cc1)C(=S)N2C(=O)c1ccc(C(C)(C)C)cc1	6.6	44.0	-0.5	-1.1	-4.5	14.0	147.0*	12.2	-13.8
O=C(CCS(=O)(=O)c1ccc(Br)cc1)N1CCCCCC1	2.2	-8.0	2.5	-0.3	4.4	-10.1	103.0	0.4	1.3
O=C(CCNC(=O)C1CCN(S(=O)(=O)c2ccc(F)cc2)CC1)NCc1cccnc1	-0.7	2.0	-2.0	-2.6	11.3	-11.4	101.0	3.4	0.2
O=S(=O)(Nc1cccc2c1CCCC2)c1ccc(Cl)cc1	0.2	-3.0	-2.8	6.2	-13.8	-2.0	93.0	-17.4	44.0
O=C(Nc1nnc(S(=O)(=O)N2CCOCC2)s1)c1ccccc1F	5.0	5.0	-0.5	-3.6	-0.8	-12.3	104.0	9.5	3.5
CCOc1ccc(N=C2NN=C(c3cc(C)n(CC4CCCO4)c3C)CS2)cc1 (stereo not drawn)	9.9	-1.0	-3.1	-5.7	40.7*	-10.9	100.0	7.0	6.4
CCOc1ccc2nc(Cl)c(/C=C/C(=O)c3ccco3)cc2c1	3.0	0.0	-3.4	0.2	21.9	-4.0	94.0	33.6	11.3
CC1CCCCC1NC(=O)COC(=O)/C=C/c1ccc2c(c1)OCO2 (stereo not drawn)	-5.2	1.0	-3.0	-2.0	-5.1	-11.3	97.0	-8.0	23.9
CCOCCn1c(CN2CCCCC2C)nc2c1c(=O)n(C)c(=O)n2C (stereo not drawn)	1.4	-7.0	-0.8	-2.0	8.0	-12.1	95.0	2.9	-4.6
O=C(CSc1nnc(-c2ccncc2)o1)NC1C2CC3CC(C2)CC1C3 (stereo not drawn)	-10.4	1.0	-1.0	-3.8	3.9	-18.7	101.0	20.8	30.1
CCCCCCCC(=O)N/N=C(\C)c1cccnc1	-2.0	3.0	-2.7	-5.5	-4.8	-5.8	112.0	9.8	-5.7
CCc1ccc(OCCOC(=O)Nc2ccccc2)cc1	-6.8	8.0	-2.8	-1.0	2.8	-4.2	105.0	2.1	10.9
OCCNc1nc(-c2cccnc2)nc2ccccc12	0.3	-5.0	-0.6	2.1	11.8	-1.8	91.0	-0.5	-6.0
CC(C)C[C@H](NC(=O)[C@H]1N2C(=O)c3ccccc3C2SC1(C)C)C(=O)N[C@@H](Cc1ccccc1)C(=O)O (stereo partly drawn)	-3.1	3.0	-1.9	-0.2	14.5	-31.6	104.0	8.1	-9.2
Cc1ccccc1CN1C2=NCCN2c2ccccc21	-5.6	3.0	-1.9	-0.2	5.3	14.5	107.0	5.7	10.6
Cc1cc(F)ccc1S(=O)(=O)Nc1ccccc1C(=O)Nc1ncn[nH]1	48.7*	-2.0	-4.6	-4.1	9.6	-17.8	97.0	11.3	-5.0
CC(OC(=O)Cn1[nH]c(=O)c2ccccc2c1=O)C(=O)c1ccccc1 (stereo not drawn)	3.2	9.0	-1.4	-0.9	1.0	-22.7	106.0	17.6	12.8
CC1Cc2ccccc2N1S(=O)(=O)c1cccc(C(=O)OCC(=O)NCc2ccco2)c1 (stereo not drawn)	0.1	-5.0	-1.4	-0.8	-2.8	-30.3	96.0	-4.4	13.3
COC(=O)c1ccc(NC(=O)COC(=O)c2nc3nccc(C)n3n2)cc1	0.1	-3.0	-2.6	-0.9	2.1	4.6	95.0	11.9	23.2
COc1ccc(N(CC(=O)NCc2ccc3c(c2)OCO3)C(=O)CCC(=O)Nc2ccccn2)cc1	4.7	-7.0	-3.5	-4.9	-3.7	-4.6	104.0	-0.4	8.7
COc1ccc(C/C(N)=N/O)cc1	-1.8	-2.0	-2.9	-3.2	-1.5	0.2	94.0	10.9	24.6

Rewritten as comma-separated lines: two of the compounds above
SMILES,PfM18AAP inh,MEKK2 mut-MEK5,IMP-1 inh,VIM-2 inhibitor,NS3 helicase inh,FID counter,MEKK2wt PB1 HTS,SUMO HTRF inh,NALP1 yeast inh
CC1CCCCC1NC(=O)COC(=O)/C=C/c1ccc2c(c1)OCO2 (stereo not drawn),-5.2,1.0,-3.0,-2.0,-5.1,-11.3,97.0,-8.0,23.9
CC(C)C[C@H](NC(=O)[C@H]1N2C(=O)c3ccccc3C2SC1(C)C)C(=O)N[C@@H](Cc1ccccc1)C(=O)O (stereo partly drawn),-3.1,3.0,-1.9,-0.2,14.5,-31.6,104.0,8.1,-9.2

Following part.
SMILES	PfM18AAP inh	MEKK2 mut-MEK5	IMP-1 inh	VIM-2 inhibitor	NS3 helicase inh	FID counter	MEKK2wt PB1 HTS	SUMO HTRF inh	NALP1 yeast inh
Cc1c(O)nc(SCC(=O)Nc2cccc(C(F)(F)F)c2)n(-c2ccccc2)c1=O	-8.4	-3.0	-0.8	0.6	1.0	-51.1	101.0	7.5	7.6
COC(=O)c1sc(NC(=O)COc2cccc3ccccc23)nc1C	2.0	-6.0	-0.1	-3.0	5.4	-2.5	93.0	10.4	8.4
Cc1c(C)c2ccc(OCC(=O)Nc3ccccn3)c(C)c2oc1=O	-5.4	3.0	3.9	0.8	9.9	-17.7	102.0	6.8	16.8
CCc1ccc(NS(=O)(=O)c2ccc3[nH]cc(C(=O)N4CCCCC4)c(=O)c3c2)cc1	4.7	2.0	-1.7	1.0	4.4	-33.3	108.0	2.3	-0.8
COc1ccc(C(=O)/C=C/c2ccc(C)cc2)c(OC(=O)c2ccc([N+](=O)[O-])cc2)c1	-0.6	4.0	-0.8	-3.1	-0.5	-0.3	104.0	-4.4	21.3
O=C(O)CCc1nn2c3ccccc3n(CCN3CCCCC3)c2nc1=O	-15.6	-14.0	-3.1	-2.8	8.9	-13.6	82.0	28.2	5.9
CC(Cc1ccccn1)NC(=O)CCc1nnc(C2CCCCC2)o1 (stereo not drawn)	-0.5	2.0	-0.5	-0.6	15.2	-12.8	100.0	-1.7	8.5
O=C(CSc1nnc(Cc2cccs2)n1Cc1ccco1)Nc1cccc(Cl)c1	-35.6	5.0	-1.5	-2.1	-9.2	-20.0	102.0	-0.6	10.0
CCN(CC)S(=O)(=O)c1cccc(-c2nnc(SCC(=O)NC3CCCCCC3)n2N)c1	-2.9	-6.0	3.0	-0.5	3.0	-28.6	97.0	13.3	-7.4
COC(=O)C12CC3CC(C1)CC(n1cnc(Cl)n1)(C3)C2	-5.9	4.0	-1.8	0.5	-5.6	-3.2	103.0	7.5	10.2
COc1ccc(-c2c(C)nn3c(N4CCC(C(=O)NCCN(C)C)CC4)cc(C)nc23)cc1OC	3.6	-1.0	-2.2	4.5	-20.7	19.8	114.0	1.8	11.8
CS(=O)(=O)N(CC(=O)Nc1ccc2c(c1)OCO2)Cc1ccccc1	-0.6	1.0	-5.7	-1.5	7.6	-6.5	97.0	-2.0	32.3
COc1cc(/C=C(\C#N)C(=O)NC(C)C)ccc1OCc1ccc(C(=O)O)cc1	10.0	2.0	-4.2	-2.6	10.3	-39.7	101.0	16.7	-13.1
O=C(CN1CCN(C(=O)c2cccc(F)c2)CC1)NC1CCCCC1	-11.2	8.0	-1.8	-1.1	0.2	-3.9	103.0	8.7	10.7
O=C(NNC(=O)c1cccnc1)Nc1ccc([N+](=O)[O-])cc1	15.0	13.0	-3.2	-5.1	-4.9	-0.6	106.0	12.6	25.1
CCc1nc2sc3c(c2c(=O)n1NC(=O)CCl)CCCC3	-5.6	-9.0	-1.7	1.6	1.8	-2.6	95.0	6.1	16.8
Cc1ccccc1CSc1ncnc2ccccc12	2.4	3.0	-2.0	-3.5	-19.5	-7.0	103.0	-5.0	-11.9
C=CC[N+]1(CC(=O)NCc2ccc(NC(C)=O)cc2)CCOCC1	-11.1	1.0	-1.5	-0.8	-16.6	1.4	104.0	9.6	.
O=C1NC(=S)N/C1=C/c1ccc(-c2c(Br)cc([N+](=O)[O-])cc2Br)o1	5.2	.	-0.1	0.5	17.2	0.3	.	19.5	30.6

Source: PubChem (several laboratories)
